TRHR ag = agonists of human TRH receptor. P34981. TRHR cells, calcium flux fluo-8, FDSS agonist mode. activation, % at 2 µM. 360,000 tested, 0.18% active. AID 493084; in the data active means activation above about 30%; further: 0% is about no effect
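Steps: seed TRHR cells overnight; add fluo-8 no-wash Ca dye, RT 30 min–1.5 h; record 10 s baseline; pin-transfer compounds; monitor fluorescence 1 cycle/s for the agonist window. Calcium increases flag candidate agonists.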
IDH1 R132H inh = blocks human mutant IDH1 R132H enzyme; IDH1-R132H enzyme, NADPH consumption, diaphorase/resazurin fluorescence; Potency, µM (doses to about 76.6 µM), without a hit: at the highest dose activity change, negative = inhibition, most hits filed as inhibitors; 390,000 tested, 0.093% active; AID 602179; further: potency means the concentration at half of the fitted maximal effect; on the % scale 0 is the no-effect control and ±100 the full control effect; nearly all actives have a fitted effect of over 65% in size
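IDH1-R132H (0.5 ug/mL dispensed) in pH 7.5 Tris buffer was preincubated 30 min with compound, then given a substrate mix of 0.016 mM NADPH and 2 mM alpha-KG for 80 min at room temperature; remaining NADPH was read by diaphorase/resazurin fluorescence.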
D2 antagonist = D2 dopamine receptor (human) antagonism | HEK293 TREx D2 cells, calcium flux, dopamine EC80 | inhibition, % at 10 µM | 340,000 tested, 2% active; in the data active means inhibition above about 30%; further: 0% is about no effect
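Tetracycline-induced HEK293 T-REx cells expressing D2 force-coupled to calcium signalling were dye-loaded, exposed to compound for 180 s, then challenged with an EC80 of dopamine; calcium flux was followed kinetically for a further 180 s.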
TRHR PAM = TRH receptor (human) allosteric enhancement | enhancement, % at 2 µM | P34981 | AID 493056 | TRHR cells, fluo-8 calcium fluorescence, EC20 TRH enhancement | 360,000 tested, 0.66% active; in the data active means enhancement above about 30%; further: 0% is about no effect
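Enhancer read-out: after compound pinning and an initial kinetic agonist-mode read, an EC20 of TRH (10 nM final) was injected and fluo-8 calcium signal (Ex 480/Em 530) followed at 1 s/cycle for 100 cycles in TRHR-expressing cells.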
USP1 inh = inhibitors of human USP1/UAF1 deubiquitinase; O94782; recombinant USP1/UAF1, Ub-Rhodamine cleavage fluorescence; Potency, µM (titrated, usually from 57.1 µM), for the others: top-dose activity change, negative = inhibition, hits mostly inhibitors; 390,000 tested, 0.23% active; AID 743255; further: potency means the concentration at half of the fitted maximal effect; on the % scale 0 is the no-effect control and ±100 the full control effect; nearly all actives have a fitted effect of over 60% in size; inactives centre near -12
Target sequence (O94782 whole entry, looked up): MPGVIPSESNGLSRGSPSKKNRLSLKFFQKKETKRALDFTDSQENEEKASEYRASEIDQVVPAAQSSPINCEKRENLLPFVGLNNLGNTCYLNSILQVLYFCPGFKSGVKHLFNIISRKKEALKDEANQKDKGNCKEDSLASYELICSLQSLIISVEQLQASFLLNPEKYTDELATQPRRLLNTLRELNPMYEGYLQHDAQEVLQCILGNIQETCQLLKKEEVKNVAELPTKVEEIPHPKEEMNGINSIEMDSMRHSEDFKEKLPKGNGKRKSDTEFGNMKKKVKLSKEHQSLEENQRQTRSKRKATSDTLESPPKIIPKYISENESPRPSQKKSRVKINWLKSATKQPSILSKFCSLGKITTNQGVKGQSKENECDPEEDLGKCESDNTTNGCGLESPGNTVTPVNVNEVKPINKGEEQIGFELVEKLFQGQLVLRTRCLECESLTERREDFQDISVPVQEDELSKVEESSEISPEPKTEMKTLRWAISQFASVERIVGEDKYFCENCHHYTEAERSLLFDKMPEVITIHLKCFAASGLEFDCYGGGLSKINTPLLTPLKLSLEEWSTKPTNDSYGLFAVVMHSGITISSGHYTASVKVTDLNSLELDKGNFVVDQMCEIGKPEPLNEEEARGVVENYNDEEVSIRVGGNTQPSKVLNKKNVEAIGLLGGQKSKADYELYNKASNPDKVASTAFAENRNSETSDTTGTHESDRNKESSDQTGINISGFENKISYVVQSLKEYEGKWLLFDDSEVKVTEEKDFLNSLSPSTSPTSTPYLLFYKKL
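1 nM enzyme complex + cpd, 15 min RT; start with Ub-Rho 150nM final; kinetic fluorescence ex 480/em 540, 6 reads q60 s. Buffer 50mM HEPES pH 7.8, 0.5mM EDTA, 0.1 mg/ml BSA, 1mM TCEP, 0.01% Tween-20.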
TrxR1 substrate = rat thioredoxin reductase 1 substrate activity; O89049; purified TrxR1 substrate turnover, NADPH consumption readout; Potency, µM (titrated, usually from 114 µM), without a hit: at the top dose activity change, negative = substrate turnover; 390,000 tested, 0.01% active; further: potency means the concentration at half of the fitted maximal effect; on the % scale 0 is the no-effect control and ±100 the full control effect; nearly all actives have a fitted effect of over 50% in size
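Rat TrxR1, dispensed at 90 nM, was prereduced with 400 uM NADPH (final) for 5 min at ~22 deg C, then incubated with compound 15 min before 400 uM selenite. A first-read NADPH fluorescence drop versus no-compound background flagged substrates.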
D2 ag = D2 dopamine receptor (human) agonism | P14416 | HEK293 T-REx D2 cells, calcium flux agonist mode | activation, % at 2 µM | 340,000 tested, 0.53% active | AID 485358;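 active means activation over 3 SD above normal in the single-dose calcium agonist read, cut at about 30% in these data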; further: 0% is about no effect
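Tetracycline-induced HEK293 T-REx cells with force-coupled D2 receptor, plated overnight at 30 C, loaded with no-wash calcium dye. After a 10 s baseline, compound was pin-added and calcium flux read kinetically for 180 s; calcium rises flagged agonists.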
Pin1 inhibitor = human Pin1 inhibition | Q13526 | Pin1 FP peptide displacement, HiFluor488, 10 min | Potency, µM (highest dose often 115 µM), without a hit: top-dose activity, negative = inhibition, hits mostly inhibitors | 390,000 tested, 0.009% active; active means well fitted inhibition curve with a large enough effect in the polarisation, with a control signal flat, not every such curve was filed as active; inconclusive means small, poorly fitted or top-dose-only effect, or effect the other way, or a change in a side signal; inactive means no such curve, though single readings can be large or run the other way; the % refers to the polarisation; further: potency means the concentration at half of the fitted maximal effect; on the % scale 0 is the no-effect control and ±100 the full control effect
Target sequence (Q13526 whole entry, looked up): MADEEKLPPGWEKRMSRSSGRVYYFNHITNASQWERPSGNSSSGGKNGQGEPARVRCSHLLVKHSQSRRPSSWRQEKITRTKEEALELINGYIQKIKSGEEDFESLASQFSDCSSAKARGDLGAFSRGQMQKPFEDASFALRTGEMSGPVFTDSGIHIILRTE
TrxR1 inh = inhibitors of rat thioredoxin reductase 1; O89049; Potency, µM (top dose mostly 114 µM), inactives show at the highest dose activity change, negative = inhibition, actives largely listed as inhibitors; 390,000 tested, 1% active; recombinant rTrxR1, NADPH fluorescence consumption, selenite substrate; AID 588453; further: potency means the concentration at half of the fitted maximal effect; on the % scale 0 is the no-effect control and ±100 the full control effect; nearly all actives have a fitted effect of over 65% in size
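Rat TrxR1 (90 nM in the dispensed reagent) was pre-reduced with 400 uM NADPH for 5 min at room temperature, then incubated with compound for 15 min. After 400 uM selenite was added, NADPH fluorescence (Ex 340/Em 450 nm) was followed for 8 min.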
* hit, by the source's call; [ ] = dose if it differs, or a comment. Unless noted, the call rests on the fitted dose curve; in most records, active means well fitted inhibition curve with a large enough effect; inconclusive means small, poorly fitted or top-dose-only effect; inactive means no such curve, though single readings can be large or run the other way.

Screening CCNC(=S)NNC(=O)c1ccccc1OC(F)F returned TRHR ag 2.4, IDH1 R132H inh -1%, D2 antagonist 33*, TRHR PAM 0, USP1 inh -5%, TrxR1 substrate 2%, D2 ag 26, Pin1 inhibitor -10% and TrxR1 inh -6%.
Screening O=C(CSc1nnc(CNC(=O)c2c(F)cccc2Cl)o1)NC1CCCC1 returned TRHR ag 0.6, IDH1 R132H inh -9%, D2 antagonist 0, TRHR PAM -3, USP1 inh -19%, TrxR1 substrate 1%, D2 ag 0.2, Pin1 inhibitor -4% and TrxR1 inh 22%.
Screening CCOc1ccc2nc(N3CCC(C(=O)Nc4c(C)cccc4C)CC3)sc2c1 returned TRHR ag -0.2, IDH1 R132H inh -12%, TRHR PAM 6, USP1 inh -21%, TrxR1 substrate 5%, D2 ag -0.3, Pin1 inhibitor 4% and TrxR1 inh 18%.
For Cc1nonc1OCCn1nnnc1N the results were TRHR ag 0.5, IDH1 R132H inh 4%, D2 antagonist -11, TRHR PAM 4, USP1 inh -16%, TrxR1 substrate 3%, D2 ag 0.6, Pin1 inhibitor 1% and TrxR1 inh 23%.
`CCN(CC(=O)NCc1ccc(Cl)cc1)C(=O)COc1cccc(Cl)c1` gave TRHR ag 1.2, IDH1 R132H inh 8%, D2 antagonist 33*, TRHR PAM -10, USP1 inh -12%, TrxR1 substrate 16%[57.1 µM], D2 ag 0.7, Pin1 inhibitor 5% and TrxR1 inh 8%.
CC(C)C(=O)n1nc(-c2cccnc2)nc1NCc1ccc(F)cc1 was read as TRHR ag -0.6, IDH1 R132H inh 3%, D2 antagonist -1, TRHR PAM 7, USP1 inh -18%, TrxR1 substrate 7%[57.1 µM], D2 ag -0.4, Pin1 inhibitor 2% and TrxR1 inh 24%.
CC(/C=C/c1ccccc1)=N\NC(=O)c1ccncc1 was read as TRHR ag -0.4, IDH1 R132H inh 2%, D2 antagonist -2, TRHR PAM 2, USP1 inh 15%, TrxR1 substrate 1%, D2 ag 0.2, Pin1 inhibitor 5% and TrxR1 inh 8%.
Screening CCOC(=O)C(=O)Nc1ccccc1C#N returned TRHR ag 1.0, IDH1 R132H inh 11%, D2 antagonist 19, TRHR PAM 5, USP1 inh -18%, TrxR1 substrate 11%, D2 ag -0.7, Pin1 inhibitor -3% and TrxR1 inh 23%.
For O=C(Cc1ccccc1)NCC(=O)OCC(=O)c1ccc(Cl)cc1 the results were TRHR ag 1.0, IDH1 R132H inh 14%, D2 antagonist 5, TRHR PAM 14, USP1 inh -21%, TrxR1 substrate 6%, D2 ag 0.0, Pin1 inhibitor 1% and TrxR1 inh 16%.
For COc1cccc(NC(=O)N2CCCC(C(=O)NC3CCCCC3C)C2)c1 (configuration not stated) the results were TRHR ag -0.5, IDH1 R132H inh -1%, D2 antagonist -9, TRHR PAM 9, USP1 inh -11%, TrxR1 substrate 0%, D2 ag -0.1, Pin1 inhibitor 2% and TrxR1 inh -3%.
Screening CCN(C(=O)CCCC(=O)N(CC)c1ccccc1)c1ccccc1 returned TRHR ag -0.5, IDH1 R132H inh 2%, D2 antagonist 4, TRHR PAM -2, USP1 inh -10%, TrxR1 substrate 1%, D2 ag 0.1, Pin1 inhibitor -6% and TrxR1 inh 16%.
`O=C(NCc1ccco1)c1csc2c1CCCC2` gave TRHR ag -1.0, IDH1 R132H inh 0%, D2 antagonist -2, TRHR PAM -5, USP1 inh -11%, TrxR1 substrate 3%[57.1 µM], D2 ag -1.3, Pin1 inhibitor -3% and TrxR1 inh 13%[57.1 µM].
For O=C(Cn1cc(SCc2cccc(Cl)c2)c2ccccc21)N1CCCCC1 the results were TRHR ag 0.3, IDH1 R132H inh -6%, TRHR PAM -2, USP1 inh -11%, TrxR1 substrate -3%, D2 ag 1.0, Pin1 inhibitor -1% and TrxR1 inh 17%.
Screening COc1cc(C(=S)N2CCCC2)cc(Cl)c1OCC(=O)Nc1ccc(C)cc1C returned TRHR ag -0.3, IDH1 R132H inh 0%, D2 antagonist 11, TRHR PAM 2, USP1 inh -23%, TrxR1 substrate 1%[57.1 µM], D2 ag 0.2, Pin1 inhibitor 11% and TrxR1 inh -10%[57.1 µM].
CCc1ccc(C2CC(c3ccc(C)cc3)Nc3nc(N)nn32)cc1 (configuration not stated) was read as TRHR ag 0.6, IDH1 R132H inh -7%, D2 antagonist -3, TRHR PAM 0, USP1 inh -11%, TrxR1 substrate 6%[57.1 µM], D2 ag 5.6, Pin1 inhibitor -2% and TrxR1 inh 21%[57.1 µM].
Screening O=C(c1cccs1)N1CCC2(O)CCCCC2C1c1ccc(F)cc1 (configuration not stated) returned TRHR ag 0.8, IDH1 R132H inh 4%, D2 antagonist -3, TRHR PAM 1, USP1 inh -20%, TrxR1 substrate 0%, D2 ag 3.6, Pin1 inhibitor 4% and TrxR1 inh 8%.
CSc1nnc(Cn2c(=O)sc3ccccc32)n1-c1cccc(Cl)c1 was read as TRHR ag 0.1, IDH1 R132H inh 9%, D2 antagonist -3, TRHR PAM 3, USP1 inh -11%, TrxR1 substrate -5%, D2 ag 0.1, Pin1 inhibitor 2% and TrxR1 inh 5%.
`CCOC(=O)c1sc(NC(=S)NC(=O)c2ccccc2Cl)c(C(=O)OCC)c1C` gave TRHR ag -0.1, IDH1 R132H inh 2%, D2 antagonist 2, TRHR PAM -5, USP1 inh -10%, TrxR1 substrate 11%[57.1 µM], D2 ag 0.6, Pin1 inhibitor 1% and TrxR1 inh 17%[11.4 µM].
Screening Brc1ccc(Nc2c3c(nc4nncn24)CCC3)cc1 returned TRHR ag -0.5, TRHR PAM -1, USP1 inh 5%, TrxR1 substrate 5%, D2 ag -0.6, Pin1 inhibitor -14% and TrxR1 inh 22µM*.
For COc1ccccc1CNC(=O)c1cc2c(=O)[nH]c3ccccc3c2n1C the results were TRHR ag -1.5, D2 antagonist -6, TRHR PAM 9 and D2 ag 20.
For CSc1ccc(S(=O)(=O)NCC(=O)OC2CCOC2=O)cc1[N+](=O)[O-] (configuration not stated) the results were TRHR ag -0.2, IDH1 R132H inh 3%, D2 antagonist 5, TRHR PAM -2, USP1 inh -23%, TrxR1 substrate 2%, D2 ag -0.1, Pin1 inhibitor -9% and TrxR1 inh 15%[57.1 µM].
For CC(C)(C)c1ccc(C(=O)Nc2ccc3c(c2)C(=O)NC3=O)cc1 the results were TRHR ag 0.9, IDH1 R132H inh -2%, D2 antagonist -12, TRHR PAM 4, USP1 inh -4%, TrxR1 substrate 74%[activator], D2 ag 0.1, Pin1 inhibitor -3% and TrxR1 inh -9%.
`Fc1ccc(NC(=S)NCc2cccnc2)cc1` gave TRHR ag 0.5, IDH1 R132H inh 1%, D2 antagonist 4, TRHR PAM 0, USP1 inh -20%, TrxR1 substrate 4%[57.1 µM], D2 ag 0.5, Pin1 inhibitor -2% and TrxR1 inh 13%[57.1 µM].
For CC(=O)OCC(=O)NCc1ccc2c(c1)OCO2 the results were TRHR ag -0.1, IDH1 R132H inh 0%, D2 antagonist 3, TRHR PAM -6, USP1 inh -11%, TrxR1 substrate -9%, D2 ag 0.5, Pin1 inhibitor 3% and TrxR1 inh -4%.

No new results follow: two of the compounds above.
CSc1nnc(Cn2c(=O)sc3ccccc32)n1-c1cccc(Cl)c1 was read as TRHR ag 0.1, IDH1 R132H inh 9%, D2 antagonist -3, TRHR PAM 3, USP1 inh -11%, TrxR1 substrate -5%, D2 ag 0.1, Pin1 inhibitor 2% and TrxR1 inh 5%.
`CCOC(=O)c1sc(NC(=S)NC(=O)c2ccccc2Cl)c(C(=O)OCC)c1C` gave TRHR ag -0.1, IDH1 R132H inh 2%, D2 antagonist 2, TRHR PAM -5, USP1 inh -10%, TrxR1 substrate 11%[57.1 µM], D2 ag 0.6, Pin1 inhibitor 1% and TrxR1 inh 17%[11.4 µM].

The listing continues.
`O=C(O)c1ccc(CNC(=O)c2ccc(Br)o2)cc1` gave TRHR ag 0.2, IDH1 R132H inh 8%, TRHR PAM -3, USP1 inh -2%, TrxR1 substrate -3%, Pin1 inhibitor 2% and TrxR1 inh -3%.
`O=C(NC(=O)c1cc([N+](=O)[O-])ccc1Cl)C1=C(N2CCCC2)COC1=O` gave IDH1 R132H inh -5%, USP1 inh 21%, TrxR1 substrate 5%[57.1 µM], Pin1 inhibitor -1% and TrxR1 inh 8%[57.1 µM].
`CC(=O)c1ccc(NC(=S)N2CCN(S(=O)(=O)c3ccc(F)cc3)CC2)cc1` gave TRHR ag 0.5, IDH1 R132H inh -6%, D2 antagonist 5, TRHR PAM 4, USP1 inh -17%, TrxR1 substrate 2%, D2 ag 0.6, Pin1 inhibitor 0% and TrxR1 inh 0%.
`Cc1cc(C)nc(N/N=C/c2ccc(Cl)cc2)n1` gave TRHR ag -0.9, IDH1 R132H inh -2%, D2 antagonist 6, TRHR PAM -4, USP1 inh -21%, TrxR1 substrate -3%, D2 ag -1.6, Pin1 inhibitor 9% and TrxR1 inh 0%.
`CCOc1ccc(S(=O)(=O)c2cc3cccc(OCC)c3oc2=O)cc1` gave TRHR ag -0.2, IDH1 R132H inh 18%, TRHR PAM -1, USP1 inh inconclusive, TrxR1 substrate 4%, D2 ag -1.6, Pin1 inhibitor -2% and TrxR1 inh 36%.
`Cc1cc(C)n2nc(C(=O)OCC(=O)NCc3ccc(Cl)cc3)nc2n1` gave TRHR ag -0.2, IDH1 R132H inh 0%, D2 antagonist 10, TRHR PAM 3, USP1 inh -25%, TrxR1 substrate 7%, D2 ag 0.7, Pin1 inhibitor -5% and TrxR1 inh 27%.
`Fc1ccc(CNCc2ccccc2C(F)(F)F)cc1` gave TRHR ag -0.1, IDH1 R132H inh -3%, D2 antagonist -4, TRHR PAM 2, USP1 inh -7%, TrxR1 substrate -3%, D2 ag -1.3, Pin1 inhibitor 2% and TrxR1 inh -5%.
`O=[N+]([O-])c1ccc2nc(N3CCCC3)sc2c1` gave TRHR ag -0.9, IDH1 R132H inh -3%, D2 antagonist 7, TRHR PAM 0, USP1 inh -18%, TrxR1 substrate -3%, D2 ag 0.3, Pin1 inhibitor inconclusive and TrxR1 inh 7%.

A portion of the library (hit frequency here may not be typical).
